# Bioassay records: PubChem BioAssay, several laboratories
# Rtt109 Vps75 – C. albicans Rtt109 histone acetyltransferase inhibition; Q5AAJ8; purified Rtt109/Vps75, ThioGlo CoA-SH fluorescence, 4 h; inhibition, % at 34.9 µM; hit rate 0.16% among 330,000;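 active = inhibition of at least 50% in every replicate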
# Target sequence (Q5AAJ8 whole entry, looked up): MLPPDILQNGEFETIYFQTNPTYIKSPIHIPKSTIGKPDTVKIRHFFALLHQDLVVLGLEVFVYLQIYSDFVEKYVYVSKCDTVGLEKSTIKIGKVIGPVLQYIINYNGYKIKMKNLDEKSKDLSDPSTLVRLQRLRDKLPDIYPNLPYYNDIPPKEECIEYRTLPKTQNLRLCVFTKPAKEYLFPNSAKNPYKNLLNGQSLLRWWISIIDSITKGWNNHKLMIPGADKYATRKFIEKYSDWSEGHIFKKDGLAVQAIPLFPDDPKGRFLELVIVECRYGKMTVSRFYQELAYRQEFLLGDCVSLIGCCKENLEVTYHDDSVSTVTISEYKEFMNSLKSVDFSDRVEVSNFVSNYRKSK
# CAL PDZ FP-1 – blocks peptide binding to human CAL PDZ domain | inhibition, % at 20 µM | AID 504414 | Q9HD26 | hit rate 0.02% among 330,000 | purified CAL PDZ, TMR-peptide fluorescence polarization, 1 h;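 active = highest replicate inhibition of at least 40%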;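 note: plate controls were DMSO neutral control wells for no effect and unlabeled competitor peptide control wells for full effect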
#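 System: purified tagged CAL PDZ domain construct (CerCALP). Schedule: 1 h incubation at room temperature before polarization reading. Medium: 25 mM sodium phosphate pH 7.4, 150 mM NaCl, TCEP, IgG, Thesit. Read-out: percent inhibition from loss of millipolarization. Measured by: FP readout, S and P plane fluorescence. Probe or stimulus: fluorescent TMR peptide probe.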
# PKA-R2B act – PKA-R2B complex activation; P22694+P31323; PKA-R2B holoenzyme dissociation, Cy5-IP20 fluorescence polarization; R2B truncated from residue 108, S112A mutant; 0% DMSO only, 100% 113 µM cGMP; activation, % at 11.4 µM; hit rate 0.079% among 340,000; AID 504700;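 active = activation above a cutoff set at the mean over all compounds plus 3 SD, cut at about 18% in these data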;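 note: higher means more holoenzyme dissociation and a rise in polarization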
# Target sequence (P31323 whole entry, looked up, other chains not shown, the tested form may be a part): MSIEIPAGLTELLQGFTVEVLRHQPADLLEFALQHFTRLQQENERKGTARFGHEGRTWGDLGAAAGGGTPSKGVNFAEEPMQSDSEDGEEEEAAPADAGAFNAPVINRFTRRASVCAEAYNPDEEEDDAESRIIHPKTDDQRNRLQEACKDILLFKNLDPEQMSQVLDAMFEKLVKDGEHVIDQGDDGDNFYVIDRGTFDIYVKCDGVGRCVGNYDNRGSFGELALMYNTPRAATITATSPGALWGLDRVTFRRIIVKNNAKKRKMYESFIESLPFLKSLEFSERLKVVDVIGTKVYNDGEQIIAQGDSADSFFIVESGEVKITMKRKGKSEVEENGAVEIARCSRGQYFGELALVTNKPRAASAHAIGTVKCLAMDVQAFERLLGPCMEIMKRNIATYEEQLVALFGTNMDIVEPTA
# RTF Ca sens act – cardiac RTF calcium sensitization. P19429+P45379. IANBD-labeled TnC RTF fluorescence at EC20 calcium; 0% EC20 calcium, 100% full calcium. activation, % at 7.2 µM. hit rate 0.24% among 340,000. AID 493008;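 active = activation above the mean over all tested compounds plus 3 SD, cut at about 30% in these data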;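 note: rise in fluorescence read as greater calcium sensitivity of cardiac thin filaments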
# CAL PDZ FP-2 – CAL PDZ (human) peptide binding inhibition | Q9HD26 | purified CAL PDZ, TMR-peptide fluorescence polarization, 1 h | inhibition, % at 24.9 µM | hit rate 0.92% among 300,000 | AID 602252;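 active = mean inhibition of at least 30% with at least half of replicates also reaching 30%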;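 note: 0% = DMSO neutral control and 100% = excess unlabeled competitor peptide PRC23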
# Keap1 Nrf2 FP – Keap1-Nrf2 (human) interaction inhibition; Q14145; Keap1 Kelch-Nrf2 peptide fluorescence polarization, 1536-well; inhibition, % at 9.4 µM; hit rate 0.15% among 340,000; AID 504523; in the data active = inhibition above about 12%;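 note: human Keap1 Kelch domain with fluorescein labeled Nrf2 9mer peptide probe; 0% = neutral control wells and 100% = peptide positive control; higher means more block of Keap1 binding to Nrf2 peptide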
# DAGLB inhibitor – blocks human DAGLB lipase activity; Q8NCG7; HEK293T DAGLB membrane lysate, EnzChek fluorogenic substrate; inhibition, % at 5.17 µM; hit rate 0.059% among 340,000; in the data active = inhibition above about 34%;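 note: 0% = enzyme with vehicle and 100% = wells lacking enzyme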
# RTF Ca sens inh – cardiac RTF calcium desensitization; P19429+P45379; hit rate 0.12% among 340,000; AID 493244; IANBD-labeled cardiac RTF, Ca2+ fluorescence; inhibition, % at 7.15 µM;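 active = inhibition above the mean inhibition of all tested compounds plus 3 SD, cut at about 17% in these data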;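 note: assay run at fixed EC70 calcium of 1.6 mM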
# SR-BI uptake up – SR-BI HDL lipid transfer activation | CHO ldlA[mSR-BI] cells, DiI-HDL uptake fluorescence, 3 h; 100 = double the neutral-control signal | activation, % at 12.5 µM | hit rate 0.096% among 320,000;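 active = mean replicate activation of at least 60% and every replicate at or above 60%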;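 note: 0% = median plate neutral-control signal and 100% = twice that signal; values of inactives mirror those of a sister screen read the other way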
#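 Assay system: CHO ldlA[mSR-BI] cells, LDL receptor-null, SR-BI overexpressing; medium: Ham's F12 with 0.5% BSA, HEPES 25 mM, pH 7.4; also added: DiI-HDL 10 µg/mL; timing: 3 h uptake period with compound, 37 °C; signal: DiI fluorescence, bottom read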
# LANA DNA inh – blocks KSHV LANA C-terminal domain binding to DNA. MBP-C-LANA/FAM-LBS DNA binding, fluorescence polarization. hit rate 0.078% among 340,000. inhibition, % at 9 µM;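 active = highest replicate inhibition at or above 60% at 9 µM, even if other replicates fall short; inactive = all replicates below 60% inhibition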;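 note: 0% = neutral control wells and 100% = 4 µM acridine orange control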
# * = called active by the depositor; i = inactive; . = not tested or not shown.
SMILES,Rtt109 Vps75,CAL PDZ FP-1,PKA-R2B act,RTF Ca sens act,CAL PDZ FP-2,Keap1 Nrf2 FP,DAGLB inhibitor,RTF Ca sens inh,SR-BI uptake up,LANA DNA inh
[O-]/[N+](=C/c1ccccc1)c1ccccc1,-7,-0.5,-6,-3,-2,1,-3,-6,36,-0.1
CC(=O)Nc1ccc(NC(C)=O)c(NC2OCC(O)C(O)C2O)c1 (stereo not given),4,-0.6,-2,2,-6,-11,-4,1,.,0.4
O=C(CSc1nnc(NC(=O)c2ccco2)s1)NC1CCCC1,-4,-0.1,-14,3,1,0,-3,7,20,0.1
N#CC1=C(N)Oc2cc(N)ccc2C1c1ccccc1F (stereo not given),1,0.8,5,-1,3,-6,-4,-12,11,1.0
O=c1cc(NCCCO)c2ccccc2o1,-8,-0.4,-6,1,0,5,-1,-5,8,0.7
Cc1c(NC(=S)N/N=C\c2ccccc2O)c(=O)n(-c2ccccc2)n1C,-142,-1.6,8,0,0,2,1,0,12,2.2
Cc1nc(NNC(=O)c2ccc([N+](=O)[O-])cc2)cc(-c2ccccc2)n1,4,-0.6,3,-1,0,3,6,0,-9,-0.7
Cc1onc(-c2ccccc2)c1C(=O)OCC(=O)NC(=O)c1ccccc1,-6,-2.5,5,-6,-6,-1,0,-12,5,0.9
COc1ccc(CN=Cc2c(O)[nH]c3ccccc23)cc1,24,-2.4,-8,2,1,-8,3,-1,-1,-0.6
CCCCCOC(=O)c1ccc(N2C(=O)C3C4C=CC(C4)C3C2=O)cc1 (stereo not given),-1,-2.6,-17,1,-3,-1,-11,11,0,-1.0
CC1(c2nnc(-c3ccccc3)o2)CC(c2ccc(F)cc2)=NO1 (stereo not given),-9,-0.3,-12,0,-4,-5,-3,-7,24,-0.1
O=[N+]([O-])c1ccc(OCC2CC(c3ccccc3)=NO2)cc1 (stereo not given),-11,-1.0,11,-5,.,-3,-4,0,14,27
CCN1CC(CN(C)Cc2nc(-c3cccs3)no2)CC1=O (stereo not given),-7,0.0,-1,3,5,-4,-1,-4,16,-0.4
COc1cccc(NC(=O)N2C3CCCC2CC(NC(=O)C2CC2)C3)c1 (stereo not given),-5,-3.0,0,0,-6,1,-1,7,.,-0.8
CCCOc1ccc(CCc2n[nH]c(=S)n2-c2ccccc2)cc1,1,-0.2,-3,9,6,-2,-2,-7,-5,-1.9
Cc1cc(N2CCCCCC2)n2nc(C)c(-c3ccccc3)c2n1,11,-0.3,4,1,-4,1,-6,-3,-21,1.4
O=C1CSC(c2cccc(Cl)c2Cl)N1c1ccccn1 (stereo not given),9,-2.4,-15,-3,-1,0,-5,13,20,-2.9
NS(=O)(=O)c1ccc(CCNC(=O)C2CCN(c3ncnc4c3nc3n4CCCCC3)CC2)cc1,-1,-2.4,-12,-2,0,1,-1,0,-19,-0.5
Cc1ccc(N=C2SCCCN2C(=O)C2=COCCO2)cc1Cl,2,0.1,-2,9,-2,-10,0,7,-8,0.1
CN1/C(=C\C(=S)NC(=O)c2ccc([N+](=O)[O-])cc2)C(C)(C)c2ccccc21,.,-0.9,-6,5,1,5,2,-3,-24,-0.6

# Of the compounds above, these contain an NH in an aromatic ring.
SMILES,Rtt109 Vps75,CAL PDZ FP-1,PKA-R2B act,RTF Ca sens act,CAL PDZ FP-2,Keap1 Nrf2 FP,DAGLB inhibitor,RTF Ca sens inh,SR-BI uptake up,LANA DNA inh
COc1ccc(CN=Cc2c(O)[nH]c3ccccc23)cc1,24,-2.4,-8,2,1,-8,3,-1,-1,-0.6
CCCOc1ccc(CCc2n[nH]c(=S)n2-c2ccccc2)cc1,1,-0.2,-3,9,6,-2,-2,-7,-5,-1.9

# Going on with the list.
SMILES,Rtt109 Vps75,CAL PDZ FP-1,PKA-R2B act,RTF Ca sens act,CAL PDZ FP-2,Keap1 Nrf2 FP,DAGLB inhibitor,RTF Ca sens inh,SR-BI uptake up,LANA DNA inh
CNC(=S)N(CCc1ccc(S(N)(=O)=O)cc1)C1CC(=O)N(c2ccccc2F)C1=O (stereo not given),0,-0.5,-4,-2,7,-8,-1,-1,4,-1.2
O=C(NCc1ccco1)c1cnn2c(C(F)F)cc(-c3ccccc3)nc12,-1,-0.6,-10,-3,-4,1,2,-7,-18,-0.8
O=c1ccnc(NCCc2ccccc2)[nH]1,8,-0.5,-7,-4,-2,2,0,4,-7,0.5
COc1ccc(C(=O)c2ccc(N3CCN(C4CC(=O)NC4=O)CC3)cc2)cc1F (stereo not given),3,-2.3,3,1,-1,0,-3,-9,-37,0.0
COCCN1C=C(C(=O)OC)C(c2ccc(Cl)cc2)C(C(=O)OC)=C1,i,-1.7,-5,-1,3,5,1,-1,-16,-0.7
O=C(CCC1CCCN(Cc2ccc3c(c2)OCCO3)C1)NCc1ccccc1F (stereo not given),-1,-2.2,18,3,0,-1,-4,-4,.,0.8
CCOC(=O)C1=C(O)C(=O)N(Cc2ccccc2)CC1,-4,-2.5,7,-2,3,2,-1,-1,8,0.3
Cn1c(C(=O)O)c(CC(=O)Nc2ccc(F)cc2F)c2ccccc21,-5,-1.3,-1,2,1,0,1,0,5,0.8
FC(c1nc2ccccc2[nH]1)C(F)(F)F (stereo not given),4,7.9,2,-2,-7,-3,-3,1,29,1.6
Cn1nc(C(C)(C)C)cc1NC(=O)Nc1ccc(F)cc1F,-11,0.9,-1,12,1,-5,0,-10,-7,1.2
Nc1cc(=O)[nH]c(=O)n1CCc1ccccc1,8,-0.3,-8,-2,-1,-5,-2,-1,-12,-0.8
Cc1ccc(OCc2cc(C(=O)NC(C)Cc3cnccn3)no2)cc1C (stereo not given),6,-1.4,21*,2,-2,-4,-1,0,-19,0.5
CCc1nnc(NC(=O)c2cccnc2SC)s1,-3,-2.7,4,-6,-5,0,1,-7,18,-0.5
COc1ccc(F)cc1C(=O)C1CCCN(C(=O)c2cccc(N(C)C)c2)C1 (stereo not given),0,-1.8,7,6,-10,1,3,-3,.,0.3
COc1ccc(C(=O)N2N=C(c3ccc(NS(C)(=O)=O)cc3)CC2c2cccs2)cc1 (stereo not given),-8,-0.6,-8,7,.,0,-1,8,-19,2.9
Cc1cc(C)c(S(=O)(=O)N2CCN(S(=O)(=O)N3CCC(C)CC3)CC2)c(C)c1,1,-0.9,9,-5,.,1,0,-26,.,-0.2
Cn1nnnc1SCC(=O)Nc1ccc(Oc2ccccc2)cc1,-1,-4.1,-5,2,-5,3,-1,-6,26,1.2
CC(=O)NCC(=O)N(c1c(C)n(C)n(-c2ccccc2)c1=O)C1(C(=O)NC2CCCC2)CCCCC1,-15,-1.9,6,12,-1,-4,2,-3,0,1.4
Cn1cccc1CC(=O)NNC(=S)Nc1ccc(Cl)cc1Cl,8,-1.3,-2,7,0,-4,4,-11,15,-0.5
CN(C(=O)COC(=O)C1CCN(S(=O)(=O)c2cccs2)CC1)C1CCS(=O)(=O)C1 (stereo not given),3,-2.5,3,-2,-4,-2,2,-7,17,1.9
Cc1ccc(S(=O)(=O)Nc2ccncc2)c(C)c1,-4,-0.5,1,-1,0,0,0,2,-2,1.9
COc1ccc2cc(C(=O)C3CCCN(C(=O)c4sc(C)nc4C)C3)ccc2c1 (stereo not given),-3,-2.4,-5,4,-2,2,-1,-1,0,0.0
Cc1ccc(/C=C2\S/C(=N/S(=O)(=O)c3cccs3)NC2=O)cc1,-1,-1.9,3,-2,16,7,19,-3,.,11
Cc1ccc(-n2c(C)nn(CC#N)c2=O)cc1,0,1.2,-7,4,4,-5,0,6,11,-0.2
CCN(CC)C(=O)c1cc2c(=O)n3cccc(C)c3nc2n1C,-41,-1.8,-4,7,-3,1,2,-5,30,0.3
Cc1ccc(SCC(=O)NCCCN2CCOCC2)cc1,2,-0.3,7,-1,-2,3,0,-2,-2,-1.1
COCCn1c(SCC(=O)Nc2ccc(OC)cc2)nnc1-c1ccoc1C,4,-2.8,-7,1,6,-3,1,-4,.,-1.5
Cc1ccc(NC(=O)CCn2c(=O)[nH]c3ccsc3c2=O)cc1C,2,-1.1,14,-1,11,1,0,-3,.,-0.6
CC(=O)Nc1sc(C)c(C)c1C(=O)OCC(=O)N(Cc1ccccc1)C(C)C,-7,0.4,-3,1,-2,-3,-1,-3,-58,-1.1
Cc1cc(C)n(-c2nc(NC(C)(C)C)nc(NC(C)(C)C)n2)n1,-2,-0.1,1,-3,2,2,-2,5,18,0.8
CCc1ccccc1NC(=O)c1ccccc1Sc1ccc([N+](=O)[O-])cc1Cl,-17,-2.0,-7,6,-8,-2,-1,0,-40,-1.0
COc1ccc(/C(N)=N/OC(=O)CC2CCCCC2)cc1,1,-4.6,1,-4,1,-7,-4,-11,4,0.4
Cc1c(C(=O)NCC2CCCO2)oc2ccc(S(=O)(=O)N3CCCC3)cc12 (stereo not given),-6,-3.7,-3,8,0,4,0,-11,10,1.1
Cc1nn(-c2ccccc2)c2c1P(=O)(O)/C(=C1\N(C)c3ccccc3C1(C)C)C=N2,28,-2.4,-4,1,0,-5,1,-4,24,1.1
Cc1ccc(C(=O)NCc2ccc3c(c2)OCO3)cc1Cl,-5,-1.0,-2,-8,-6,-4,-6,-9,1,-0.1
CCOC(=O)N1CCC(Nc2c(NCCCN(C)Cc3ccccc3)c(=O)c2=O)CC1,-1,-0.1,20*,4,.,-2,-2,-3,11,0.8
O=C(COc1cccc2cccnc12)Nc1ccccc1N1CCOCC1,-3,-0.2,-4,0,0,5,-1,-6,0,-2.8
CC(C)C(OC(=O)CCC(=O)Nc1nccs1)C(=O)NC1CCCCC1 (stereo not given),11,-0.1,-3,1,-4,-2,-2,1,16,-1.8
O=C(Nc1ccc([N+](=O)[O-])c(NC(=O)c2cccnc2)c1)c1cccnc1,-3,-0.8,0,-2,.,0,0,-2,-6,2.2
CCc1nnc(NC(=O)c2cccc(S(=O)(=O)N3CCCC3)c2)s1,5,-2.1,-1,-13,-1,4,3,6,10,-0.3
Oc1c(N=NC(=S)Nc2ccccc2F)c2ccccc2n1Cc1cccc(Cl)c1,-1,-0.1,-6,0,-6,-7,4,-11,-13,-1.4
S=C(NCc1ccc2[nH]c3c(c2c1)CCCC3)Nc1ccccc1Cl,-2,-0.3,5,5,.,-1,3,-9,-66,-1.0
O=C(CSc1nnc2c(n1)[nH]c1ccc(S(=O)(=O)N3CCOCC3)cc12)Nc1ccc(F)c(F)c1,-3,-1.3,-10,-1,.,-3,-1,-3,-6,-1.0
COc1ccc(CC(=O)NCC(=O)NC(Cc2ccccc2)C(=O)O)cc1 (stereo not given),4,0.6,-12,-1,-3,3,0,-10,2,-2.1
CCOc1ccc(C2CC(c3cccc(C)c3)n3nc(N)nc3N2)cc1 (stereo not given),-10,-0.2,-2,8,.,-4,2,-6,-11,-0.8
